Source: PubChem
SIRT5 block – inhibitors of human sirtuin-5 desuccinylase | Q9NXA8 | Purified SirT5, succinyl-peptide AMC, trypsin-coupled fluorescence | inhibition, % at 15 µM | 1.1% of 330,000 active; in the data active means inhibition above about 15%; inconclusive means no clear call, values can overlap the other calls
Target sequence (Q9NXA8 whole entry, looked up): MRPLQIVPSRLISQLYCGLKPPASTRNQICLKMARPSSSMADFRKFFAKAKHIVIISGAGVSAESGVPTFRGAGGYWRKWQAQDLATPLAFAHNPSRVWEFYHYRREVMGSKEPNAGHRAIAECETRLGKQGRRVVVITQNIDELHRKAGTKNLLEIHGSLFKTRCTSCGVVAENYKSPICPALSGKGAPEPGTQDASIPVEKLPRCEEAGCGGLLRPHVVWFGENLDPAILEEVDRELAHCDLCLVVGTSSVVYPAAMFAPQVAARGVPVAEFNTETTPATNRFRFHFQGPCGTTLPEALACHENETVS
CASP6 VEID inh – blocks human caspase-6 cleavage activity; P55212; purified caspase-6, Z-VEID-R110 cleavage fluorescence; inhibition, % at 12.5 µM; 0.53% of 350,000 active; AID 686996;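 active means mean inhibition across replicates at least about 35%, with every replicate also reaching that limit, limit read from the data; inconclusive means only one of the two criteria met; inactive means neither criterion met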;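 further: 0% = median of neutral control wells and 100% = no fluorescence left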
Target sequence (P55212 24-179 limits assumed): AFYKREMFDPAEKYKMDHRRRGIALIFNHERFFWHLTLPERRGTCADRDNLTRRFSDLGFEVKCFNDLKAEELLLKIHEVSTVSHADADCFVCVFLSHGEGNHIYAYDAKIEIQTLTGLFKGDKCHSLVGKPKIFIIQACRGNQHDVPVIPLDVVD
Target sequence (P55212 194-293 limits assumed): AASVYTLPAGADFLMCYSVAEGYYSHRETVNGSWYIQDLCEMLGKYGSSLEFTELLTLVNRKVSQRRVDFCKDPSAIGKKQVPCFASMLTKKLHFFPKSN
DENV2 CPE rescue – protects cells from dengue virus 2 cytopathic effect. DENV2-infected cells, cytopathic effect rescue, plate reader. CPE inhibition, % at 9.99 µM. 1.7% of 350,000 active; in the data active means CPE inhibition above about 20%, passing the limit was not always enough; inconclusive means no clear call, values can overlap the other calls; tested in BHK-21 cells;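 further: 0% = median of neutral control wells and 100% = median of positive control wells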
PAX8 inh HTS – lowers PAX8-driven luciferase in RMG-I cells; RMG-I TPO-luciferase reporter, SteadyGlo, 24 h; inhibition, % at 12.6 µM; 1.2% of 360,000 active;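 active means mean replicate inhibition at least 60% with every replicate also reaching 60%; inconclusive means only one of the two criteria is met; inactive means mean below 60% and not all replicates reaching 60%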;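 further: luciferase light reporting Pax8 driven TPO promoter activity; plate controls were median of neutral control wells for no effect and mitoxantrone controls for full effect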
EWS-Fli block – inhibitors of EWS/Fli oncoprotein transcriptional activity; 0.67% of 350,000 active; inhibition, % at 12.6 µM; A673 NR0B1-luciferase reporter, viability-normalised; AID 651661;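 active means mean inhibition of at least 50% after viability correction, with every replicate also passing that limit; inconclusive means mean reaches 50% but only one of two replicates passes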;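 further: firefly luciferase signal divided by Alamar Blue viability fluorescence both relative to DMSO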
LGR2 antag – blocks bursicon-induced cAMP signaling via Drosophila LGR2; HEK293 LGR2, CRE-luciferase, bursicon-stimulated, 4 h; inhibition, % at 9.99 µM; 0.35% of 380,000 active; AID 720647;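 active means drop in luminescence signal, shown as inhibition above about 50% in the replicate tests, limit read from the data, passing the limit was not always enough; inconclusive means probably only some replicates passing the limit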;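 further: agonist challenge used bursicon conditioned medium at about half maximal strength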
ARNT TACC3 PPI – ARNT/TACC3 interaction disruption; inhibition, % at 9.99 µM; AID 623870; Q9Y6A5; AlphaScreen His-ARNT PAS-B/GST-TACC3 binding, luminescence; TACC3 fragment carries E629A point mutation; 0.66% of 390,000 active;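 active means mean inhibition of replicates at least 50% and at least half of replicates each reaching 50%; inconclusive means half or more replicates reach 50% but mean below 50%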;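 further: 0% = complete ARNT plus TACC3 wells and 100% = ARNT alone without TACC3; many hits fall short of the cut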
The depositor's hits bear a star; ? = inconclusive; . = no result given; & = joins results of further samples; ! = a repeat was not active.

Each structure is followed by: SIRT5 block | CASP6 VEID inh | DENV2 CPE rescue | PAX8 inh HTS | EWS-Fli block | LGR2 antag | ARNT TACC3 PPI
> Cc1ccc([C@H]2C[C@H](O)[C@@H](n3cc(C4CC4)nn3)CN2Cc2cccs2)cc1
→ 9.1 | 5.4 | 3.0 | -103.7 | -71.4 | -38.0 | .
> O=C(CCN1C(=O)/C(=C/c2ccc(F)cc2)SC1=S)NNC(=O)c1ccncc1
→ -1.5 | -2.6 | 13.9 | 0.4 | 1.5 | -22.0 | 5.8
> CC(C)CCn1c(CN2CC(C)OC(C)C2)nc2c1c(=O)n(C)c(=O)n2C (stereo not given)
→ -0.1 | -0.7 | -7.3 | . | 5.2 | 9.5 | -5.0
> Cc1noc(C)c1NC(=O)Nc1ccc2c(c1)C(=O)N([C@H](C)CO)C[C@@H](C)[C@H](CN(C)Cc1ccc(C(F)(F)F)cc1)O2
→ 3.5 | 0.8 | -1.6 | -10.2 | . | -5.7 | 3.6
> COc1cccc(CN2CC(C(=O)NCCN3CCOC3=O)CCC2=O)c1 (stereo not given)
→ 2.9 | -8.5 | 3.5 | 0.0 | . | -16.7 | -2.5
> O=S(=O)(c1ccc(OC(F)(F)F)cc1)N1CCCC(c2ccccc2)C1 (stereo not given)
→ -1.5 | -1.1 | -2.9 | 0.7 | 3.3 | 10.1 | 8.8
> COc1ccc(NC(=O)Nc2ccc3c(c2)C(=O)N([C@@H](C)CO)C[C@H](C)[C@@H](CN(C)C)O3)cc1
→ -3.0 | 2.6 | 0.8 | 2.4 | -1.4 | -13.8 | -9.0
> CCN(CC)CCCNC(=O)c1cc2c(=O)n(C)c3ccccc3c2n1C
→ . | -9.9 | 4.2 | -34.9 | -4.5 | -1.5 | 1.0
> CN(C)C(=O)c1ccc(-c2ccc3c(c2)[C@H]2[C@H](CCN2S(=O)(=O)c2ccccc2)[C@H](CO)N3)cc1
→ . | . | . | -21.8 | -2.2 | 14.9 | -9.6
> CCOC(=O)c1c(NC(=O)C2c3ccccc3Oc3ccccc32)sc(C(C)=O)c1C
→ -3.8 | -1.9 | -1.6 | . | 27.3 | -8.1 | -0.5
> CC(C)(C)c1ccc(S(=O)(=O)N2CCCCC2C(=O)NCc2ccccn2)cc1 (stereo not given)
→ . | 0.6 | -2.7 | 12.4 | 7.5 | 9.3 | .
> COc1ccc(/C=C/C2=NN(Cc3ccccc3)C(=O)CC2)cc1
→ 2.1 | -2.3 | -0.8 | -0.4 | 0.5 | 31.1 | 1.5
> C[C@H]1CN([C@@H](C)CO)C(=O)c2cc(NC(=O)CCC(F)(F)F)ccc2O[C@@H]1CN(C)C(=O)Nc1ccccc1
→ 4.2 | 3.6 | 2.4 | -27.6 | 4.9 | -3.5 | -5.5
> N#C/C(=C/c1ccc(N2CCCCC2)o1)C(=O)Nc1ccc2ccccc2c1
→ 14.1 | -1.7 | 4.2 | -96.9 | -90.0 | -55.3 | .
> O=c1cc2oc3cc(O)c(O)cc3c(-c3ccccc3[N+](=O)[O-])c-2cc1O
→ 15.5* | 96.2* | 6.0 | 101.9* | -55.4 | 18.7 | -0.2
> CN(C)CCNc1ncnc2c1ncn2[C@H]1CN(Cc2cccnc2)C[C@@H](CO)O1
→ . | -99.7 | 8.1 | -21.1 | 11.2 | -8.4 | .
> CC(C)(O)C#Cc1ccc([C@H]2[C@@H](CO)N3CCCCN(C(=O)c4cccnc4)C[C@H]23)cc1
→ -0.9 | 0.3 | 0.6 | 27.2 | -0.9 | -6.0 | -1.0
> Clc1ccc(CSc2nncn2-c2ccc3c(c2)OCCO3)cc1
→ -6.3 | 2.3 | -4.2 | 26.4 | 49.1 | -1.5 | -6.4
> COc1ccc(NC(=O)c2cc(C3CCCCN3C(=O)OCC(C)C)on2)c(C)c1 (stereo not given)
→ -2.0 | -1.9 | 4.0 | 13.5 | -0.7 | 11.2 | .
> Cc1cc(OC(=O)c2cccc(C(F)(F)F)c2)c([N+](=O)[O-])c(=O)[nH]1
→ . | 0.9 | -7.0 | -1.6 | -2.2 | 1.9 | -9.8

Compound profiles, as listed above. Values in the order: SIRT5 block	CASP6 VEID inh	DENV2 CPE rescue	PAX8 inh HTS	EWS-Fli block	LGR2 antag	ARNT TACC3 PPI
CCN(CC)CCCNC(=O)c1cc2c(=O)n(C)c3ccccc3c2n1C is entered as .	-9.9	4.2	-34.9	-4.5	-1.5	1.0
CC(C)(O)C#Cc1ccc([C@H]2[C@@H](CO)N3CCCCN(C(=O)c4cccnc4)C[C@H]23)cc1 is entered as -0.9	0.3	0.6	27.2	-0.9	-6.0	-1.0

Continuation.
Each structure is followed by: SIRT5 block | CASP6 VEID inh | DENV2 CPE rescue | PAX8 inh HTS | EWS-Fli block | LGR2 antag | ARNT TACC3 PPI
> C[C@@H]1CN([C@@H](C)CO)C(=O)c2cc(NC(=O)Nc3ccc4c(c3)OCO4)ccc2O[C@@H](C)CCCCO[C@H]1CN(C)Cc1ccc(C(F)(F)F)cc1
→ 1.4 | 4.1 | -23.3 | 60.9* | 9.7 | 36.8 | 5.2
> C[C@H](NC(=O)C[C@H]1C[C@H]2c3cc(NC(=O)NC4CCCCC4)ccc3O[C@H]2[C@H](CO)O1)c1ccccc1
→ -1.4 | -0.3 | 7.4 | -7.0 | 35.0 | 3.9 | 0.5
> Cc1ccc(-c2cn3cccnc3n2)cc1
→ -61.9 | -1.0 | -5.8 | -147.7 | -76.0 | -43.9 | -18.1
> CCC(C)[C@H](NC(=O)C1CC(=O)N(c2ccc3c(c2)OCO3)C1)C(=O)NC1CCCCC1 (stereo not given in full)
→ -0.7 | -3.7 | -1.6 | 13.2 | 3.6 | 2.8 | -6.9
> COc1ccccc1-c1c(C)nn2c(N)c(-c3ccc(Cl)cc3)cnc12
→ -0.1 | 0.2 | -5.8 | -1.4 | 7.3 | -0.5 | -4.4
> COc1ccc(S(=O)(=O)CCC(=O)N2CCN(c3ccc(C(C)=O)cc3)CC2)cc1
→ 0.3 | -0.1 | 0.3 | -10.0 | -13.7 | -19.9 | -3.7
> CCCn1c(N)c(N(CCOC)C(=O)CSc2cc(C)c3ccccc3n2)c(=O)[nH]c1=O
→ 1.0 | 0.1 | -3.6 | -2.0 | 8.4 | 11.1 | 3.3
> CCOCCCNC(=O)COC(=O)/C=C/c1ccc(S(=O)(=O)N2CCc3ccccc32)cc1
→ -1.3 | 1.9 | 13.9 | 17.2 | -2.4 | -4.4 | 2.7
> Cn1c(=O)[nH]c(=O)c2c1nc(N/N=C/c1ccncc1)n2Cc1ccc(F)cc1
→ -1.7 | -0.1 | 1.5 | 5.7 | 32.6 | 1.8 | .
> Cc1nc(-c2cc(-c3ccc(Cl)cc3)no2)cs1
→ -3.2 | -3.8 | -2.8 | -169.3 | -72.5 | -68.5 | -11.0
> CC(=O)c1ccc(NC(=O)Nc2ccc([N+](=O)[O-])cc2)cc1
→ -1.3 | -5.1 | ? | 16.2 | -13.0 | -9.1 | -3.3
> COc1ccc(S(N)(=O)=O)cc1C(N)=O
→ -6.6 | 8.0 | -2.5 | 0.6 | -1.6 | -6.0 | -9.3
> CCC(C)(C)NC(=O)C(c1cccc(OC)c1OC)N(CCC(C)C)C(=O)CCC(=O)Nc1cc(C)on1 (stereo not given)
→ 3.7 | 2.7 | -2.3 | -4.0 | -0.8 | 6.7 | .
> COC(=O)[C@@]12C[C@@H](CC(=O)NCc3ccc(OC)c(OC)c3)C(=O)N(Cc3ccc4c(c3)OCO4)C1=CCC(C)(C)C2
→ . | -0.4 | -8.8 | -2.4 | -1.3 | -2.7 | .
> C/C(=N\NC(=O)OC(C)(C)C)c1ccccc1Br
→ . | -8.9 | 1.5 | -44.8 | -38.4 | -14.2 | -15.1
> CC(C)C(OC(=O)/C=C/c1ccc2c(c1)OCO2)C(=O)NC(N)=O (stereo not given)
→ 5.3 | 0.9 | -5.0 | 13.4 | -0.1 | -11.0 | 0.5
> CCOC(=O)C1CCN(S(=O)(=O)c2ccc(OC)c(C(=O)N3CCCCCC3)c2)CC1
→ -5.3 | -3.6 | 7.7 | -4.0 | -2.1 | 9.4 | -1.5
> COc1cc(/C=C2\SC(=S)N(NS(=O)(=O)c3ccc(C)cc3)C2=O)cc(OC)c1OC
→ 2.6 | 4.3 | -1.8 | 2.1 | -2.6 | 3.7 | -3.7
> CCN1CCCC(CO)(Cc2ccccc2)C1 (stereo not given)
→ -1.5 | . | 10.0 | 13.6 | -6.7 | -20.0 | -0.7
> C[C@@H]1CN([C@@H](C)CO)C(=O)c2c(c3ccccc3n2C)-c2ccccc2CO[C@@H]1CN(C)C(=O)c1ccccc1
→ 0.2 | -1.1 | 19.7 | . | 1.3 | -10.1 | -2.4
> CC1CCN(c2c(NCc3ccc(C(=O)NCCc4ccc(Cl)cc4)cc3)c(=O)c2=O)CC1
→ . | -2.5 | -5.2 | 7.5 | 2.8 | 11.3 | -7.3
> Cc1ccc(S(=O)(=O)N(C)C[C@H]2Oc3ncc(-c4ccncc4)cc3C(=O)N([C@@H](C)CO)C[C@H]2C)cc1
→ -0.9 | -1.0 | -14.0 | . | 0.1 | -2.1 | -4.4
> CCOC1=C2CN(S(=O)(=O)c3ccc(C)cc3)[C@H](c3ccccc3)C[C@@H]2N(S(=O)(=O)c2ccc(C)cc2)[C@H](c2cccc(C)c2)C1
→ -8.2 | -0.6 | -6.5 | -6.0 | -5.1 | 8.3 | .
> CO[C@@H]1CN(C)C(=O)c2cc(NS(=O)(=O)c3ccccc3)ccc2OC[C@H](C)N(C(=O)NC(C)C)C[C@H]1C
→ 2.3 | 0.0 | 3.6 | -7.6 | 1.4 | 12.2 | -27.5
> COCCCn1c(SCC(=O)NC2CCCC2)nnc1-c1ccccc1
→ 2.5 | -0.4 | 0.2 | 0.1 | 0.7 | 15.7 | -1.5
> O=C1c2ccccc2-c2nc3ccccc3n21
→ 0.2 | 1.9 | 3.4 | -35.9 | -37.3 | 11.2 | -0.1&-5.9
> COCCNc1nc(Nc2ccccc2Cl)c2sccc2n1
→ 0.1 | 4.0 | 38.0* | 22.6 | 22.2 | -10.7 | .
> Cc1noc(C)c1NC(=O)Nc1ccc2c(c1)CC(=O)N([C@@H](C)CO)C[C@@H](C)[C@@H](CN(C)Cc1ccc(C(=O)Nc3ccccc3N)cc1)O2
→ 2.4 | -1.1 | -3.4 | 11.8 | -11.0 | 15.8 | .
> COc1ccccc1CNC(=O)c1cc(C2CC2)nc2c1cnn2C(C)C
→ -0.2 | -2.1 | -2.2 | 3.1 | 11.7 | 3.7 | -7.1
> CCCN(C)C[C@H]1Oc2cc(C#Cc3ccc(F)cc3)ccc2S(=O)(=O)N([C@H](C)CO)C[C@@H]1C
→ 15.0*! | -1.6&2.6&0.0 | 1.0&10.3&5.0 | 7.5 | 3.0&7.1&7.3 | 10.5&6.1 | 23.3
> C=CCN1C(=NC(=O)COc2ccc(Cl)cc2)SC2CS(=O)(=O)CC21 (stereo not given)
→ 0.5 | 1.3 | -1.8 | 4.1 | 6.1 | 11.8 | -7.8
> CCOC(=O)N1CCN(S(=O)(=O)N2CCCC(C(=O)NCc3ccc(OC)cc3)C2)CC1 (stereo not given)
→ -0.2 | -6.0 | -0.2 | -13.7 | . | -3.9 | -6.1
> COc1ccc(CNC(=O)COC(=O)c2ccc3ccccc3n2)cc1
→ -0.6 | -4.4 | -3.7 | 10.8 | 0.5 | . | -0.4

Given with tabs: entries from further up.
canonical_smiles	SIRT5 block	CASP6 VEID inh	DENV2 CPE rescue	PAX8 inh HTS	EWS-Fli block	LGR2 antag	ARNT TACC3 PPI
CN(C)C(=O)c1ccc(-c2ccc3c(c2)[C@H]2[C@H](CCN2S(=O)(=O)c2ccccc2)[C@H](CO)N3)cc1	.	.	.	-21.8	-2.2	14.9	-9.6
CCOC(=O)c1c(NC(=O)C2c3ccccc3Oc3ccccc32)sc(C(C)=O)c1C	-3.8	-1.9	-1.6	.	27.3	-8.1	-0.5
CC(C)(C)c1ccc(S(=O)(=O)N2CCCCC2C(=O)NCc2ccccn2)cc1 (stereo not given)	.	0.6	-2.7	12.4	7.5	9.3	.

Compounds as they come; about 4.9% have a hit in one of these screens.
